GPR151 ag = human GPR151 activation; Q8TDV0; PathHunter beta-arrestin GPR151 cells, luminescence; activation, % at 11.2 µM; hit rate 1% among 650,000; AID 1508602; in the data active = activation above about 4.9%;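 also: 0% = median of compound wells and 100% = cells with positive control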
Target sequence (Q8TDV0 whole entry, looked up): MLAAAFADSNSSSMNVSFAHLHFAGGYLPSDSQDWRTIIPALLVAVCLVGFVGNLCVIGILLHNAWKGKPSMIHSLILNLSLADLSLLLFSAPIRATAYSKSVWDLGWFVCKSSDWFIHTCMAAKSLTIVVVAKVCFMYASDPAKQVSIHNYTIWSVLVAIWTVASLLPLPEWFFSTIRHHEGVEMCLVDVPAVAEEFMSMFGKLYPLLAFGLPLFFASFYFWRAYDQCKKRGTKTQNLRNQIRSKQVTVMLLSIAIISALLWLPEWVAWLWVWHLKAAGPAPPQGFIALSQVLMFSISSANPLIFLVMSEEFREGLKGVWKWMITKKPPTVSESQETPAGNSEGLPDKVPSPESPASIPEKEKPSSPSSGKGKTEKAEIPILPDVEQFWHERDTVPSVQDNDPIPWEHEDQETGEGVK
TEAD-YAP block = TEAD-YAP interaction inhibition | HEK-TIYL cells, TEAD-Gal4/YAP UAS-luciferase luminescence | inhibition, % at 9.12 µM | hit rate 1.4% among 640,000 | AID 1259422; in the data active = inhibition above about 32%;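 also: 0% = median of test compound wells and 100% = reference inhibitor wells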
MITF primary = blocks human microphthalmia-associated transcription factor; AID 1259374; AlphaScreen MITF homodimerization, bead proximity signal; inhibition, % at 2.6 µM; O75030; hit rate 0.91% among 650,000; in the data active = inhibition above about 50%;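 also: 0% = vehicle wells with protein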
FBW7 act = activators of human E3 ligase FBW7; Q969H0; AlphaScreen FBW7–phospho-cyclin E peptide binding, activator screen; normalized activity (activation), % at 26.1 µM; hit rate 0.13% among 650,000; AID 1259310; in the data active = normalized activity above about 1.9%;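 also: purified mutant Fbw7 with reduced substrate affinity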
Target sequence (Q969H0 whole entry, looked up): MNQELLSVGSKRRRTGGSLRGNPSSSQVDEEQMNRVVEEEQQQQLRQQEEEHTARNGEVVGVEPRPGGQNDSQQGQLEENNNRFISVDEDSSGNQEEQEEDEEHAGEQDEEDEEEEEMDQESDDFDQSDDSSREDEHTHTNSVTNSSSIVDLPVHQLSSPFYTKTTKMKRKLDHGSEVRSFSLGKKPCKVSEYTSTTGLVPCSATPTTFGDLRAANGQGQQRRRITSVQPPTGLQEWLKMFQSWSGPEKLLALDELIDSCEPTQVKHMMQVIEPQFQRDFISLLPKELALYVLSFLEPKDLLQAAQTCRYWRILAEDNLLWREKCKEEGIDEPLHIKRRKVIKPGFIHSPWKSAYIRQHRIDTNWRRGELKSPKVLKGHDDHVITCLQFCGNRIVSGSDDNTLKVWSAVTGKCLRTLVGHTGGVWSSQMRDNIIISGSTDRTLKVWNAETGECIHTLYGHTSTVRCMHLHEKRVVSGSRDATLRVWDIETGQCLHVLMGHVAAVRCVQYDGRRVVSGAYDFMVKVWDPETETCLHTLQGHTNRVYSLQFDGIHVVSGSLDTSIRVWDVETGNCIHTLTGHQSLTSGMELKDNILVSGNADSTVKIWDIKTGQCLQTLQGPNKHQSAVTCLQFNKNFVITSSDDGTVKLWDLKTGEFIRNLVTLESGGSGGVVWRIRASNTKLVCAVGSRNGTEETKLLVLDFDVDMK
* marks the source's active call; other numbers are inactive results; / = no result given; & = joins results of further samples.

The line under a structure holds: GPR151 ag	TEAD-YAP block	MITF primary	FBW7 act
- COC(=O)CCC(=O)OC1(C)C(=O)C=C2C=C(C3CC3)OC=C2C1=O (centres undefined)
→ 5.8*	/	17	0.1
- Cc1cc(=O)[nH]c(N2CCCCC2)n1
→ -0.3	-8	7	-0.1
- CCN(CC)C(=O)C1=C(C)Nc2nnnn2C1c1cccc(OC)c1 (centres undefined)
→ -0.5	-14	1	0.1
- CC(NCC(O)COc1ccc(Br)cc1)c1ccccc1 (centres undefined)
→ -0.2	1	11	0.0
- Cc1ccccc1NC(=O)c1cc2c(CO)cnc(C)c2oc1=N
→ -0.7	-16	-3	-0.1
- COc1ccccc1/C(O)=C(\C#N)c1nc2ccccc2[nH]1
→ -0.7	-12	6	-0.1
- CCN(CC)C(=O)COc1ccc(C(C)=O)cc1
→ 0.7	4	-1	0.0
- CCOC(=O)CCN(Cc1ccccc1F)S(=O)(=O)c1cccc(Cl)c1
→ -0.6	1	9	0.0
- O=c1nc(SCc2ccccn2)c2c(n1CCCO)CCCC2
→ -0.9	8	-15	-0.8
- O=C(O)C1CCCCC1C(=O)NCC1CCCO1 (centres undefined)
→ 0.8	-3	1	-0.1
- O=C(CN1C(=O)c2ccc([N+](=O)[O-])cc2C1=O)Nc1ccccc1-c1ccccc1
→ 0.1	-4	-3	0.1
- OC(COc1ccccc1Br)CN1CCCCC1 (centres undefined)
→ -0.2	1	15	0.2
- NCCCC[C@@H]1NC(=O)[C@H]2CN(S(=O)(=O)c3cccc4ccccc34)CCN2C1=O
→ 0.3	3	15	0.1
- COC(=O)C1C(O)=C(C=Nc2ccc3ccccc3c2)C(=O)CC1(C)C (centres undefined)
→ 0.6	-18	9	0.3
- CC1Cc2ccccc2N1C(=O)CSc1ccccc1 (centres undefined)
→ 2.5	-10	13	0.2
- Cc1nc2c3ccccc3nc(SCc3cc(=O)n4cc(Cl)ccc4n3)n2n1
→ 0.3	3	16	0.2
- CN(C)C(=O)c1sc2nc(-c3ccccc3)cc(C(F)(F)F)c2c1N
→ -0.4	-12	-8	0.3
- O=C(CCN1C(=O)c2ccccc2S1(=O)=O)N1CCCCC1c1nc2ccccc2[nH]1 (centres undefined)
→ -0.3	3	8	0.2
- CCSc1ncc(Cl)c(C(=O)NCc2ccc(OC)cc2)n1
→ 0.4	-11	0	0.1
- O=C(CSc1ncccc1-c1nc2ccccc2[nH]1)NCc1ccco1
→ 0.3	10	-10	-0.1
- CC(=O)c1ccc(OC(=O)c2c(-c3ccccc3Cl)noc2C)cc1
→ 1.9	19	16	1.4
- CCN(c1cccc(C)c1)S(=O)(=O)c1cc(C(=O)Nc2ccc(C(C)C)cc2)ccc1F
→ -1.0	-2	3	0.0
- COC(=O)c1ccc(NC(=O)C(C)Oc2ccc(OC)cc2)cc1 (centres undefined)
→ 0.5	-8	-5	-0.1
- CCOCCCNC(=O)c1cnn2c(C)c(Cc3ccc(Cl)cc3)c(C)nc12
→ 1.1	13	-9	0.1
- COc1ccc(O)c(C2Nc3ccccc3NC3=C2C(=O)CC(C)(C)C3)c1 (centres undefined)
→ -0.1	-3	5	0.4
- C/C(CC(=O)NC1CCCC1)=N\NC(=O)C(=O)NCCO
→ -0.4	-5	-5	-0.3
- O=C(Nc1nc(CCN2C(=O)c3ccccc3C2=O)cs1)c1cccs1
→ 0.1	-4	-9	-0.1
- CCOC(=O)C1=C(CSc2nc3c(cc2C#N)CCC3)OC(N)=C(C#N)C1c1cccs1 (centres undefined)
→ -0.7	13	15	0.4
- OCCNc1cc(NCc2cccnc2)ncn1
→ 0.0	-2	9	-0.1
- O=C(Cn1c(-c2ccccn2)nc2ccccc21)N/N=C/c1cn[nH]c1-c1ccccc1
→ 0.3	11	13	0.1
- CCn1c2cc(C)sc2c2cnn(Cc3cccnc3)c(=O)c21
→ -0.6	5	14	0.1
- C[C@]12CC[C@@H]3c4ccc(O)cc4CC[C@H]3[C@@H]1C[C@@H](O)[C@@H]2O
→ 0.6&-0.4	4	-7&-2	-0.2&-0.1
- COc1ccc(-c2ccc(SCC(=O)Nc3ccc(NC(C)=O)cc3)nn2)cc1
→ -0.2	-5	0	0.1
- CCn1cc2c(n1)-c1c(oc(C(=O)Nc3ccccc3OC)c1C)CC2
→ 0.5	-34	-8	0.1
- O=C(CCN1C(=O)c2ccccc2C1=O)N1CCOCCOCCN(C(=O)CCN2C(=O)c3ccccc3C2=O)CCOCCOCC1
→ -0.7	3	3	0.1
- C/C(=N/NC(=O)c1cc(-c2ccccc2Cl)n[nH]1)c1ccc([N+](=O)[O-])cc1
→ 2.0	5	18	0.5
- O=C(Nc1cc([N+](=O)[O-])ccc1C(=O)NCc1cccnc1)c1cccs1
→ -0.8	-2	9	-0.3
- COc1cccc(N2C(=O)NC(=O)/C(=C\c3cc(C)n(C4CC4)c3C)C2=O)c1
→ -1.2	-4	9	-0.2
- N#C/C(=C\c1ccsc1)c1nc2ccccc2[nH]1
→ 4.5	-7	-2	-0.1
- CCN(CC(=O)Nc1ccc(C(N)=O)cc1)S(=O)(=O)c1ccc(C)cc1
→ -1.2	2	9	0.0
- CC(C)CCNC(=O)c1ccc(S(=O)(=O)c2ccccc2Cl)c([N+](=O)[O-])c1
→ 1.1	14	5	0.1
- Cc1cc(=O)nc2c3ccccc3n(C(C)C(=O)NC3CCCCC3)n12 (centres undefined)
→ -0.3	2	10	0.2
- O=C(NC1CC1)c1cnc(Nc2ccc(-n3ccnc3)cc2)s1
→ 0.0	-4	7	0.1
- CC(=O)N1CCSc2cc(S(=O)(=O)Nc3ccccc3F)ccc21
→ -0.5	-11	3	-0.1
- CCC(=O)NNC(=O)COc1cc(C)c(Cl)cc1C(C)C
→ 0.9	-4	-6	-0.1
- COc1ccc(-n2nnnc2S(=O)(=O)CC(=O)N2CCCCC2)cc1
→ -0.4	6	2	-0.1
- O=C1c2ccccc2CN1c1ccc(OC(F)(F)F)cc1
→ -1.4	-41	9	-0.1
- Cn1c(SCc2ccccc2[N+](=O)[O-])nnc1-c1cccnc1
→ -0.7	-29	2	0.2
- O=C(Nc1ccc([N+](=O)[O-])cc1)c1ccc(N2C(=O)c3ccc([N+](=O)[O-])cc3C2=O)cc1
→ -0.3	-6	8	0.1
- Cc1cc(=O)oc2cc(OCC(=O)N/N=C/c3cc(Br)ccc3O)ccc12
→ 0.0	-5	-12	0.0

Brought forward from above: three entries; new compounds follow.
The line under a structure holds: GPR151 ag	TEAD-YAP block	MITF primary	FBW7 act
- Cn1c(SCc2ccccc2[N+](=O)[O-])nnc1-c1cccnc1
→ -0.7	-29	2	0.2
- O=C(Nc1ccc([N+](=O)[O-])cc1)c1ccc(N2C(=O)c3ccc([N+](=O)[O-])cc3C2=O)cc1
→ -0.3	-6	8	0.1
- Cc1cc(=O)oc2cc(OCC(=O)N/N=C/c3cc(Br)ccc3O)ccc12
→ 0.0	-5	-12	0.0
- COc1cc(OC)nc(NS(=O)(=O)c2ccc(NC(=O)C(F)(F)F)cc2)n1
→ 0.3	6	-5	-0.1
- CCOC(=O)c1c(NC(=O)C(C)Sc2nnc(CNC(=O)c3cccs3)n2-c2ccccc2OC)sc2c1CCCCC2 (centres undefined)
→ -1.2	8	7	0.6
- O=C(COC(=O)C1CC1)NNC(=O)c1ccccc1
→ -1.2	-5	-7	-0.1
- O=C(NCc1ccc2c(c1)OCO2)c1ccc(N2CCN(c3ccccn3)CC2)c([N+](=O)[O-])c1
→ -0.9	12	30	-0.1
- COc1ccccc1Nc1nnc(SCC(=O)NNC(=O)c2cccs2)s1
→ -9.3	-7	-2	0.0
- O=C(Cc1cccc2ccccc12)N/N=C/c1cc(I)ccc1O
→ -0.8	6	8	-0.1
- COc1ccc(C(=O)Nc2nc3ccc(S(C)(=O)=O)cc3s2)c(OC)c1
→ 0.1	8	-8	-0.1
- O=C(CSc1ncnc2c1oc1ccccc12)NC1CCCCC1
→ -0.1	0	-15	0.0
- O=C(COC(=O)C1CCC(=O)N1)Nc1ccccc1Br (centres undefined)
→ 0.6	-1	53*	0.4
- CC(C)(C)NS(=O)(=O)c1ccc(NC(=O)/C=C/c2ccc3c(c2)OCO3)cc1
→ 2.6	3	14	0.2
- O=C(NCCN1CCOCC1)c1ccc2nc(Nc3cccnc3)sc2c1
→ -1.5	-2	-4	-0.1
- COc1ccc(OCc2nnc(SCC(N)=O)n2-c2cccc(C)c2C)cc1
→ -1.0	-2	2	0.0
- O=C(NCc1ccccc1)C1CCCN1S(=O)(=O)c1cccc2cccnc12 (centres undefined)
→ -0.9	-18	21	0.1
- COc1ccc2c(Cl)c(C(=O)NN3CCOCC3)sc2c1
→ -0.6	7	13	0.1
- COCCN=C1Sc2nc3cc4c(cc3cc2CN1Cc1cccnc1)OCO4
→ 1.8	12	0	0.0
- CC(=O)Nc1cc(N=Cc2ccc(O)cc2O)c(Cl)cc1Cl
→ -0.6	7	1	0.2
- COc1ccc(C=O)cc1CN1C(=O)c2ccccc2C1=O
→ -1.0	1	6	0.2
- CC(=O)c1cccc(OCC(=O)Nc2ccc(-c3ccccc3)cc2)c1
→ 2.1	-6	-3	-0.1
- O=C(Nc1ccc(S(=O)(=O)N2CCc3ccccc32)cc1)c1ccccc1[N+](=O)[O-]
→ -1.6	2	-5	0.2
- Cc1cnc(C)c(-c2cc(F)cc3c2OC(CNC(=O)C2CCC(=O)N2)C3)n1 (centres undefined)
→ -0.4	-8	5	0.0
- COc1ccc(S(=O)(=O)/N=C2\C=CC(=O)C(Br)=C2)cc1
→ -1.2	-2	3	-0.2
- O=C(COc1ccc(Cl)cc1)N/N=C/c1cc(Br)c(Br)o1
→ 1.9	-7	-3	0.1
- COc1ccc(OC)c(NC(=O)C2=C(C)C(=O)OC23CCC(C)CC3)c1 (centres undefined)
→ -0.2	-6	-2	-0.1
- Cc1cccc(C(=O)N2CCCC(CNC(=O)c3ccc(F)cc3)C2)n1 (centres undefined)
→ 1.3	-6	6	-0.1
- CCS(=O)(=O)N1CCCC(C(=O)NCCN(C)C)C1 (centres undefined)
→ 1.0	4	7	0.1
- CCOC(=O)C1(CC2CCCCO2)CCN(C(=O)Nc2ccc(SC)cc2)CC1 (centres undefined)
→ -0.6	-6	-5	0.0
- COc1ccc(C2C(C#N)=C(N)Oc3n[nH]c(-c4cccc([N+](=O)[O-])c4)c32)cc1 (centres undefined)
→ -1.5	-10	14	0.0
- N#CC1=C(N)NC(SCc2ccccc2)=C(C#N)C1c1ccccc1Cl (centres undefined)
→ 3.7	-9	-4	-0.1
- CCCCN(CCCC)C(=O)c1nsnc1-c1ccccc1O
→ -0.6	-1	-4	0.0
- Cc1cc2ccccc2c(=O)n1CC(=O)N1CCCC(C)C1 (centres undefined)
→ 1.0	6	5	0.1
- COc1ccc(CCNC(=O)c2ccc(Cn3c(=S)[nH]c4cc(C(=O)O)ccc4c3=O)cc2)cc1OC
→ 4.5	5	-3	-0.3
- Cc1c(C(=O)Nc2ccc(I)cc2Cl)oc2ccccc12
→ 0.8	-13	20	1.2
- C1CCN(CC2COC3(CCCC3)O2)C1 (centres undefined)
→ 0.6	-16	-8	-0.1
- Cc1cc(C(=O)CSc2nc(N)cc(=O)[nH]2)c(C)n1CC1CCCO1 (centres undefined)
→ -0.2	4	1	0.5
- CCN(CC)S(=O)(=O)c1cc(C(=O)Nc2cccc(Cl)c2)ccc1Br
→ 0.7	3	-3	-0.3
- COc1c(C(C)=O)c(O)c(OC)c2occc12
→ -1.2	-1	6	0.0
- COc1ccc(CNc2nc(-c3cccnc3)nn2C(=O)c2ccc(C)cc2)cc1
→ -0.5	2	3	0.1
- O=C1CC(Sc2ncn[nH]2)C(=O)N1c1cccc(C(F)(F)F)c1 (centres undefined)
→ 0.5	7	12	0.0
- O=C(NC(=S)N1CCN(c2ccc([N+](=O)[O-])cc2)CC1)c1ccc(F)cc1
→ 4.7	13	-3	0.0
- Cc1cc(N2CCN(c3cc(N4CCN(CCO)CC4)ccc3[N+](=O)[O-])CC2)c2ccccc2n1
→ -0.4	3	6	0.4
- Cc1c(CN2CCC(c3[nH]ncc3-c3cccc(F)c3)CC2)cnn1C
→ -0.5	8	-1	-0.1
- CNC(=O)CSc1nnc(C)n1-c1ccc(N(C)C)cc1
→ 1.5	-14	-1	0.3
- COc1ccc(C2C(C#N)=C(N)Oc3ccc4ccccc4c32)cc1OC (centres undefined)
→ 1.6	-8	-1	-0.1
- O=C(Cc1ccc(Cl)cc1)NNC(=O)c1cccnc1
→ -1.3	1	18	0.1
- Cc1ccc(NC(=O)c2nc(S(C)(=O)=O)ncc2Cl)cc1C
→ -1.9	11	-2	0.0
- C=CCNC(=O)CSc1nc2ccc(OC)cc2cc1C#N
→ 2.6	-21	14	0.1
- CCOC(=O)C(=Cc1ccc(-n2cncn2)cc1)C(=O)OCC
→ -0.1	10	1	0.2
- CCC(=O)NC(=S)Nc1cc(C)cc(C)c1
→ 1.1	-4	-2	-0.3
- O=C(/C=C/c1cccs1)OC1CCOC1=O (centres undefined)
→ -0.9	6	3	-0.1
- Cc1ccnc(NC(=O)Cn2nc([N+](=O)[O-])c(Cl)c2C)c1
→ 0.0	-3	-2	-0.1

Additional compounds:
The line under a structure holds: GPR151 ag	TEAD-YAP block	MITF primary	FBW7 act
- Cc1ccc(OCCCC(=O)N2CCOCC2)c(C)c1
→ 1.5	-52	7	-0.2
- O=C(CC(=O)c1ccccc1)CC(=O)c1ccccc1
→ -0.7	-10	17	0.5
- O=C(NN1CCCCC1)C(O)(c1ccsc1)c1ccsc1
→ -0.2	0	3	0.3
- CCOc1ccccc1-n1c(=S)sc2c(=O)n(-c3ccc(C)cc3)c(SCC(=O)Nc3nccs3)nc21
→ -0.1	9	22	0.0

Bioassay records: PubChem BioAssay, The Scripps Research Institute Molecular Screening Center
